# Assay outcomes: PubChem, several laboratories
# Salmonella PhoP GFP – inhibitors of PhoP regulon expression, primary screen, Salmonella Typhimurium, GFP reporter (AID 1863); S. Typhimurium PhoP-regulated promoter GFP reporter, 4 h; higher % means a stronger effect; one-dose inhibition, % at 50 µM; IC50 in µM for titrated hits; 0.16% of 300,000 active;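 active = inhibition over 29.93%, a cutoff 3 SD above the screen mean, later confirmed by dose response; inconclusive = inhibition over 29.93% but no dose response follow-up; inactive = inhibition at most 29.93% or unconfirmed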;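 note: 0% = low Mg2+ inducing control and 100% = high Mg2+ repressing control; strong numbers were not always called active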
# SIAH1 antagonists – blockers of Siah-1 interaction with plectin peptide – biochemical, fluorescence polarization, rhodamine-plectin, uHTS, primary screen (AID 1817). one-dose displacement, % at 20 µM; IC50 in µM for titrated hits. 0.02% of 290,000 active. Siah-1 / rhodamine-plectin peptide fluorescence polarization; higher % means a stronger effect;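 active = displacement of at least 50% at 20 µM, with a fluorescence ratio check between 0.3 and a set limit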;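 note: plate controls were Siah plus tracer with DMSO for no effect and tracer alone without Siah for full effect; strong numbers were not always called active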
# ER stress rescue – protection against thapsigargin-triggered cell killing – 384-well, CSM14.1, ATP luminescence, primary screen (AID 1222) | CSM14.1 thapsigargin-induced death rescue, ATP luminescence; higher % means a stronger effect | cellular ATP content (survival), % at 20 µM; hits with a dose series show EC50 in µM | 190,000 tested, under 10 active;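 active = EC50 below 50 µM in the dose-response confirmation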;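 note: death triggered by thapsigargin at about 15 µM added after 2 h compound pretreatment; cell ATP read after overnight thapsigargin exposure of roughly 18 to 22 hours; normalized against plate controls of thapsigargin alone and 5% DMSO vehicle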
# XIAP antagonists – XIAP antagonists, biochemical, IAP family, fluorescence polarization (AID 1018). XIAP BIR domain, fluorescence polarization peptide displacement; higher % means a stronger effect. displacement, % at 20 µM, or IC50 in µM where a hit was titrated. 0.007% of 200,000 active; in the data active = displacement above about 50%; note: a part of the inactive calls stands beside numbers as strong as those of hits
# M1AAP inhibition – malaria alanyl aminopeptidase activity blockers – biochemical, fluorogenic H-Leu-NHMec substrate, 1536-well (AID 1445); recombinant M1AAP, H-Leu-NHMec fluorogenic kinetic assay; higher % means a stronger effect; one-dose inhibition, % at 30 µM; IC50 in µM for titrated hits; 0.42% of 220,000 active;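 active = primary inhibition above the hit cutoff, then over 50% inhibition at one or more dose response concentrations, cut at about 23% in these data, passing the limit was not always enough; inconclusive = conflicting primary data, or primary hits not chosen for dose response; inactive = low primary inhibition, or under 50% at every dose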;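 note: plate controls were DMSO full reaction for no effect and no enzyme background for full effect; strong numbers were not always called active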
# PMI inhibition – MPI inhibition at elevated mannose 6-phosphate – biochemical, fluorescence intensity, high mannose 6-phosphate, primary screen (AID 1220); recombinant PMI enzyme, coupled fluorescence intensity; higher % means a stronger effect; one-dose inhibition, % at 20 µM; IC50 in µM for titrated hits; 0.66% of 190,000 active; in the data active = inhibition above about 50%
# P. falciparum M17LAP – P. falciparum M17LAP inhibitors, primary screen, biochemical, fluorogenic H-Leu-NHMec substrate, 1536-well (AID 1619) | recombinant M17LAP, H-Leu-NHMec fluorogenic kinetic assay; higher % means a stronger effect | inhibition, % at 30 µM, or IC50 in µM where a hit was titrated | 0.38% of 220,000 active;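 active = compound inhibiting the enzyme by more than half at any dose during confirmatory dose-response retesting; inconclusive = strong single-dose inhibitors picked by rank but not retested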;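 note: plate controls were full reaction with DMSO carrier for no effect and no enzyme background for full effect; strong numbers were not always called active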
# West Nile antiviral – inhibition of WNV-induced cytopathic effect – cell-based, CPE readout (AID 1621); West Nile virus-infected cells, CPE inhibition; higher % means a stronger effect; CPE inhibition, % at 10 µM; hits with a dose series show IC50 in µM; 0.02% of 290,000 active; in the data active = a potency from the dose series; inconclusive = CPE inhibition mostly from about 3.7% at the one dose, without a potency; inactive = the rest, 99 in 100 with CPE inhibition below about 2.2%; note: strong numbers were not always called active
# Yfh1-depleted yeast – mitochondrial function rescue without frataxin homolog – Friedreich's ataxia, plus single-dose screen, dose response (AID 1465); fold induction at 50 µM; hits with a dose series show EC50 in µM; S. cerevisiae Yfh1-off respiration, WST-1 reduction, 72 h; higher fold induction means a stronger effect; 0.074% of 220,000 active;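 active = fold induction of absorbance versus untreated yeast above a set limit, then at least 30% activation at any dose in follow-up; inconclusive = repeats straddling the limit, or above it without dose testing; inactive = fold induction below the set limit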;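 note: activators that raise dye reduction in frataxin-depleted yeast; strong numbers were not always called active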
# The depositor's hits bear a star; i = inactive; ? = inconclusive; / = no result given. This is a random part of the collection; any-hit rate near 1.6%.
SMILES,Salmonella PhoP GFP,SIAH1 antagonists,ER stress rescue,XIAP antagonists,M1AAP inhibition,PMI inhibition,P. falciparum M17LAP,West Nile antiviral,Yfh1-depleted yeast
Cc1cc(C(=O)CSc2nnc(-c3ccco3)o2)c(C)n1Cc1ccco1,-2%,10%,4.6%,-3.2%,-1%,12%,-2%,/,/
COc1ccc(CCN=C(NS(=O)(=O)c2ccc(Cl)cc2)c2ccccc2)cc1,6%,10%,3.2%,-0.7%,5%,11%,-5%,-1.7%,i
COc1ccc(NC(=O)CSc2nnc(-c3ccccc3C)n2C)cc1,-8%,5%,/,-10%,27%*,2%,12%,0.7%,i
COC(=O)C1=C(C)N(c2cc(C)cc(C)c2)/C(=C/c2ccco2)C1=O,5%,-2%,-0.6%,-8.4%,16%,26%,14%,-0.7%,i
Cn1c(N)c(C(=O)COC(=O)c2ccc(Cl)nc2)c(=O)n(C)c1=O,6%,13%,-0.8%,-3.6%,-1%,0%,11%,0.7%,i
CCN(CC(=O)NCc1cccs1)S(=O)(=O)c1cccc(C(C)=O)c1,5%,3%,0.0%,-2.4%,2%,-4%,3%,-0.8%,i
CC1(C(=O)NC2CCCCCC2)CCC(=O)N1Cc1ccc2c(c1)OCO2 (stereo unspecified),-4%,0%,0.0%,-3.5%,6%,1%,1%,-1.2%,i
Nc1nc(-c2ccccn2)nc(N)c1Cc1c(F)cccc1Cl,3%,3%,0.7%,-1.0%,-23%,-4%,-8%,?,i
Cc1noc(NC(=O)c2ccccc2)c1C#N,-4%,-1%,-0.2%,-0.2%,-2%,4%,0%,-0.1%,i
C/C(CC(=O)Nc1cc(C)ccn1)=N\NC(=O)COc1cccc(C)c1,0%,2%,-0.6%,-2.6%,10%,7%,90µM*,0.0%,i
O=C(CC1c2ccccc2Oc2ccccc21)NCc1ccco1,-5%,7%,0.5%,-2.4%,7%,-3%,-5%,-0.5%,i
CC(=O)Nc1ccc(S(=O)(=O)Nc2ccc(S(=O)(=O)N3CCCC3)cc2)cc1,3%,-2%,0.3%,-4.1%,-5%,-8%,-1%,0.6%,i
CCCC(O)(CCC)C(=O)NN(C(=O)OC)c1ccccc1,-6%,9%,1.3%,-1.1%,3%,9%,0%,-0.7%,i
CC(=O)N1CC=CC1(C)C(=O)NCc1cc(F)cc(C(F)(F)F)c1 (stereo unspecified),0%,-5%,-4.1%,-8.0%,3%,-11%,-11%,0.6%,i
CCn1c(CNC(=O)COc2ccc(C(C)C)cc2)nnc1SCC(=O)NC1CCCCC1C (stereo unspecified),1%,6%,-2.4%,1.1%,2%,12%,5%,-0.4%,i
COc1ccc(C2CC(c3cccs3)=NN2c2ccc(C=O)cc2)cc1 (stereo unspecified),-152%,-11%,-1.7%,-4.4%,4%,1%,-9%,-0.8%,i
Cc1cc(N(C)C)c(C#N)c(N2CCCCC2)n1,4%,-1%,2.4%,-1.9%,12%,4%,-3%,0.4%,i
Cn1cccc1Cc1nnc(SCC(=O)Nc2ccc3c(c2)OCO3)n1CCc1ccccc1,-8%,0%,/,-0.3%,10%,16%,16%,-0.2%,i
CCOc1cc(C(=O)Nc2ccc([N+](=O)[O-])cn2)cc(OCC)c1OCC,-4%,9%,-0.4%,-5.2%,0%,4%,2%,1.0%,i
CC1Cn2c(nc3sc4c(c3c2=O)CCC4)N1CCO (stereo unspecified),-7%,-1%,/,-3.5%,7%,19%,-23%,1.4%,i
CCOC(=O)C1C(c2cccc(Cl)c2Cl)NC(=O)NC1(O)C(F)(F)F (stereo unspecified),-9%,-6%,16%,-4.2%,0%,0%,-1%,-0.7%,i
CN(CC(O)COc1ccc(OCC(O)CN(C)C2CCCCC2)cc1)C1CCCCC1 (stereo unspecified),3%,4%,1.0%,-0.8%,6%,0%,-6%,0.1%,i
Cc1ccc(O)c(C=Nc2cc(C)ccc2O)c1,4%,35%,-2.2%,-2.9%,15%,23%,9%,-1.1%,i
CCCCCCn1nc(C(=O)OCC(=O)NC2CCS(=O)(=O)C2)c2ccccc2c1=O (stereo unspecified),-3%,2%,-5.2%,-5.0%,-3%,3%,2%,-0.7%,i
O=C1CCSc2cccc3cccc(c23)N1,-6%,-3%,-0.6%,-3.6%,-2%,14%,0%,0.0%,i
CCCC(=O)NCn1nnc(-c2ccc(Cl)cc2)n1,-5%,8%,-0.3%,-2.2%,7%,-24%,-3%,0.6%,i
Cc1cc(Cl)ccc1OCC(=O)Nc1ccccc1N1CCOCC1,9%,0%,-2.1%,-2.3%,2%,16%,1%,-0.3%,i
O=C(c1ccc(Br)s1)N1CCCC1,16%,-2%,0.1%,-7.7%,5%,6%,19%,0.1%,i
O=C(O)COc1ccc(C(=O)Cc2ccc3c(c2)OCCCO3)c(O)c1,-6%,3%,-2.3%,-4.9%,3%,-6%,47%,0.6%,i
C=CCOC(=O)C1=C(C)N=C2SCCC(=O)N2C1c1ccc(OC(=O)c2ccco2)cc1 (stereo unspecified),10%,-3%,1.8%,-3.9%,13%,16%,10%,0.1%,i
COC(=O)c1ccc(Cn2cc([N+](=O)[O-])cn2)cc1,12%,0%,/,/,-8%,/,-7%,0.1%,i
Cn1c(SCC(=O)OCC(=O)c2ccccc2)nnc1-c1cccs1,-4%,-1%,-3.4%,-3.9%,0%,-6%,6%,-0.3%,i
O=C1N=C(N2CCN(c3cccc4ccccc34)CC2)S/C1=C/c1cccs1,-7%,2%,-2.1%,-6.7%,6%,19%,8%,-0.4%,i
CCOC(=O)Nc1ccc(S(=O)(=O)N2CCOCC2)cc1,3%,1%,-1.7%,-6.8%,3%,3%,-2%,-0.5%,i
Cc1ccc(S(=O)(=O)N2CC3(C)CN(S(=O)(=O)c4ccc(C)cc4)CC(C)(C2)C3=O)cc1,9%,3%,-0.1%,1.0%,6%,-5%,1%,-0.8%,i
CCCCNCc1cc2ccccc2o1,-2%,4%,/,/,5%,/,8%,0.0%,i
CC(=O)Nc1ccc(NC(=O)CC2Nc3cccc4cccc(c34)NC2=O)cc1 (stereo unspecified),-5%,78%,-0.2%,-3.6%,8%,-5%,5%,/,/
O=C(Cc1cccs1)N1CCN=C1SCc1ccc(F)cc1,-5%,-6%,-1.0%,-4.3%,6%,17%,14%,3.0%,i
O=C(CCSc1ccccc1Cl)Nc1cccc([N+](=O)[O-])c1,-7%,-2%,-2.6%,-5.2%,-3%,13%,8%,-0.9%,i
CCC(C(=O)NNC(=O)c1cnccn1)c1ccccc1 (stereo unspecified),-6%,-2%,-1.6%,2.9%,-2%,10%,-10%,-0.6%,i
Cc1c(N2C(=O)c3ccccc3C2(O)c2ccccc2)c(=O)n(-c2ccccc2)n1C (stereo unspecified),-6%,8%,/,/,6%,/,11%,0.0%,i
O=C(CCS(=O)(=O)c1cccc2nsnc12)NC1CCCCCC1,14%,2%,-1.1%,-2.4%,8%,4%,8%,-0.2%,i
CCc1ccc2[nH]c(=O)c(CN(CCCO)C(=O)NCc3ccccc3)cc2c1,-3%,3%,4.7%,0.1%,10%,8%,3%,-0.2%,i
O=C(CSc1nnc(-c2ccccc2)o1)OCc1ccccc1,7%,2%,-0.9%,-2.9%,0%,-5%,-5%,-0.1%,i
Cc1ccc(OCC(=O)N2N=C(c3ccc(Cl)cc3)CC2c2ccco2)c([N+](=O)[O-])n1 (stereo unspecified),-2%,1%,/,-14%,11%,16%,5%,-0.6%,i
COc1cccc(N2CCN(CC(=O)C34CC5CC(CC(C5)C3)C4)CC2)c1,14%,1%,0.3%,-2.9%,7%,9%,-1%,-0.3%,i
CCOC(=O)N1CCC(N2C(=O)c3ccccc3C2Nc2cc(OC)c(OC)c(OC)c2)CC1 (stereo unspecified),-7%,3%,0.1%,-2.2%,10%,31%,-11%,0.2%,i
CCOC(=O)C1CCCN(C(=O)CCn2nc(-c3ccccc3)ccc2=O)C1 (stereo unspecified),2%,0%,1.1%,-2.4%,1%,-3%,13%,/,/
Cc1nn(-c2cccc(Cl)c2)nc1C(=O)O,-4%,2%,1.6%,-6.4%,1%,-7%,3%,-0.1%,i
c1ccc2nc(-c3ccncc3)ccc2c1,9%,0%,1.6%,-2.5%,2%,12%,15%,2.2%,i
c1ccc(-c2nnc(CN3CCN(c4ccccc4)CC3)o2)cc1,4%,-4%,-0.3%,-1.7%,3%,-2%,3%,-0.2%,i
COc1ccc(C2(C(=O)N3CCCC3)CCOCC2)cc1OC,6%,7%,/,-1.5%,-7%,11%,4%,0.0%,i
COc1cc(/C=C(/C#N)c2ccccc2)ccc1Oc1ccc([N+](=O)[O-])cn1,-6%,-7%,-0.6%,-3.7%,8%,-2%,0%,0.8%,i
Cc1ccc2nc(-c3ccc(SCC(=O)Nc4nnc(C)s4)nc3)[nH]c2c1,-4%,4%,-5.7%,0.7%,2%,-12%,-3%,-0.3%,i
Cc1ncsc1C(=O)O,-9%,3%,-1.7%,-5.0%,11%,6%,12%,0.4%,i
CCN(CC)c1ccc(N)cc1S(=O)(=O)Nc1ccc(OC)cc1,-10%,5%,/,/,10%,/,2%,-0.3%,i
O=S(=O)(c1cccc(NC(=S)N2CCN(c3ccccc3)CC2)c1)C(F)F,-10%,5%,0.0%,-3.1%,-4%,4%,3%,-0.6%,i
CCN(CC)c1ccc(N2C(=O)/C(=C\c3cccnc3)SC2=S)cc1,-3%,3%,-0.8%,-3.9%,0%,0%,5%,0.3%,i
O=C(COC(=O)c1ccccc1C(=O)c1ccccc1)NCCc1ccccc1,1%,1%,-2.0%,4.7%,0%,-2%,-8%,0.9%,i
C=CCc1cc2c(oc(=O)c3ccccc32)c(C)c1O,1%,-5%,-1.7%,-6.4%,-3%,13%,-8%,-0.7%,i

# The list goes on.
SMILES,Salmonella PhoP GFP,SIAH1 antagonists,ER stress rescue,XIAP antagonists,M1AAP inhibition,PMI inhibition,P. falciparum M17LAP,West Nile antiviral,Yfh1-depleted yeast
CC(/C=N/NC(=O)CSc1nc(C)cc(C)n1)=C\c1ccccc1,-3%,1%,-2.9%,-6.3%,0%,-4%,12%,-0.9%,i
Cc1ccc(C)c(NC(NC(=O)c2ccccn2)C(Cl)(Cl)Cl)c1 (stereo unspecified),-1%,0%,-1.0%,-7.5%,-3%,34%,-8%,-0.3%,i
COc1ccc(N(CC(=O)NCc2cccnc2)S(=O)(=O)c2ccc(C)c([N+](=O)[O-])c2)cc1,3%,3%,0.0%,-9.9%,-1%,-9%,26%,-1.1%,i
Cc1nc(NC(=O)Nc2ccc(Cl)cc2)sc1C,-3%,7%,/,-8.0%,-1%,-15%,2%,-0.5%,i
